OXTR ag = human OXTR agonism; activation, % at 3 µM; P30559; CHO-OTR cells, Fluo-8 calcium fluorescence; normalized: DMSO 0%, oxytocin 100%; 0.32% of 320,000 active;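 active = activation above the mean of all tested compounds plus 3 SD, cutoff set per screening run, cut at about 20% in these data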;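 also: peak over basal fluorescence ratio from a 100 s FLIPR kinetic read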
Target sequence (P30559 whole entry, looked up): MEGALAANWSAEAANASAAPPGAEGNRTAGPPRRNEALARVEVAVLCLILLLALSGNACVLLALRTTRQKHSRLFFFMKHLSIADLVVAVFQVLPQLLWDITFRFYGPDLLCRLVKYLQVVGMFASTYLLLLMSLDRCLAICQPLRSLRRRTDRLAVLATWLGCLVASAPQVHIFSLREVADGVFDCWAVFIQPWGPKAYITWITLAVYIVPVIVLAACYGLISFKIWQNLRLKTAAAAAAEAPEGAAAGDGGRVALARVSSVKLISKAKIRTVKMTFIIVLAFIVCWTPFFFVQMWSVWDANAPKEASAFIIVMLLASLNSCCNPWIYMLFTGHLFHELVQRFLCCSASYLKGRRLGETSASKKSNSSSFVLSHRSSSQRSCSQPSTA
TAAR1 antag = human TAAR1 antagonism | Q96RJ0 | CHO RD-HGA16 TAAR1, Fluo-8 calcium fluorescence, antagonist | inhibition, % at 3 µM | 1.5% of 360,000 active;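 active = inhibition above a per-plate cutoff, the mean inhibition of test compounds on that plate plus 3 SD, cut at about 49% in these data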;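 also: 0% = DMSO plus EC80 beta-PEA response and 100% = DMSO alone without agonist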
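System: CHO RD-HGA16 cells bearing hTAAR1. Reagent: EC80 β-phenethylamine stimulus. Schedule: seeding 17-24 h prior, 75-min 37 °C, 30-min RT dye loading. Signal: Fluo-8 intracellular calcium dye fluorescence, real-time kinetic reads. Read-out: % inhibition from peak post-agonist over basal fluorescence ratio. Benchmarks: vehicle wells and EC80 agonist wells. Replicates: n of 1.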
M1 PAM parental = M1 PAM counterscreen hit in parental CHO-K1 cells | ATP EC20, Fluo-8 calcium fluorescence; 0% at ATP EC20, 100% at ATP max | activation, % at 3 µM | 0.02% of 360,000 active;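 active = activation above the run cutoff, the mean activation of all test compounds plus 3 SD, cut at about 40% in these data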;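 also: peak over basal fluorescence ratio in a 140 s read after ATP addition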
OXTR potentiate = potentiators of human oxytocin receptor. 0.061% of 320,000 active. AID 2445. P30559. activation, % at 3 µM. CHO-OTR cells, Fluo-8 calcium fluorescence, potentiator mode; 0% = oxytocin EC15, 100% = EC100;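 active = activation above that plate's cutoff, the mean activation of tested compounds plus 3 SD, cut at about 6.6% in these data, passing the limit was not always enough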;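 also: 100% uses oxytocin at 75 nM as the full agonist control; some results filed as inactive read as strong as hits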
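test system = CHO-OTR cells, human receptor | compound = single-point 3.0 µM | schedule = 6 min compound pre-incubation at room temperature, 100 s kinetic read | signal = Fluo-8 no-wash calcium dye fluorescence, excitation 470-495 nm, emission 515-575 nm | repeats = single well per compound, singlicate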
V1aR counter = activates human V1a receptor in oxytocin agonist counter-screen. P37288. CHO-V1R cells, Fluo-8 calcium fluorescence, agonist mode; 0% DMSO, 100% 3 nM vasopressin. activation, % at 3 µM. 0.25% of 320,000 active;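 active = activation above the mean activation of all tested compounds plus 3 SD, per screening run, cut at about 20% in these data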;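 also: signal is peak over basal fluorescence ratio across a 100 second FLIPR read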
Target sequence (P37288 whole entry, looked up): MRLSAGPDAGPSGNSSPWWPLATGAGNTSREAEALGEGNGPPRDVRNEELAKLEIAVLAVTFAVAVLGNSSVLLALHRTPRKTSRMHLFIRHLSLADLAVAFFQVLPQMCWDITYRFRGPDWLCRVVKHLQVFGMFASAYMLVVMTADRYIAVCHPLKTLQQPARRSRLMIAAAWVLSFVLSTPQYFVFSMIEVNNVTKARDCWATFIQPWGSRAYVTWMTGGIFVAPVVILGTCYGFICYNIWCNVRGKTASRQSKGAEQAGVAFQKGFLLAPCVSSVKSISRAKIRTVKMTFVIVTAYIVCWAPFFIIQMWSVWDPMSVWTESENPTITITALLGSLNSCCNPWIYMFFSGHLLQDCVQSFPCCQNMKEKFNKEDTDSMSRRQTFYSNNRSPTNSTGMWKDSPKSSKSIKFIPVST
GPR7 antag = antagonists of human GPR7 (neuropeptides B/W receptor 1). P48145. GPR7-expressing cells, fluorescence antagonist assay. inhibition, % at 4.4 µM. 1.1% of 290,000 active. AID 1861; in the data active = inhibition above about 16%, passing the limit was not always enough;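 also: cells stimulated with the agonist NPW; 0% = agonist with vehicle and 100% = vehicle without agonist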
CHO-K1 Ca antag = counter-screen for M1 antagonists: effect in parental CHO-K1 cells; ATP-induced calcium, Fluo-8 fluorescence; inhibition, % at 3 µM; 0.6% of 360,000 active; AID 602250;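 active = inhibition above a per-plate cutoff, the plate's mean sample inhibition plus 3 SD, cut at about 24% in these data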;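 also: 0% = DMSO plus EC80 ATP and 100% = DMSO alone without ATP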
CHO parental Ca = counter-screen: ATP calcium response change in parental CHO cells | parental CHO-K1, ATP-induced calcium, Fluo-8 fluorescence | inhibition, % at 5.6 µM | 0.63% of 330,000 active | AID 463079;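 active = inhibition above that plate's mean sample inhibition plus 3 SD, cut at about 26% in these data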;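 also: 0% = ATP-challenged DMSO wells and 100% = DMSO wells without ATP; some compounds past the cut are filed as inactive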
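Measured by: calcium-sensitive Fluo-8 fluorescence / Test system: CHO parental line / Controls: ATP-challenged DMSO wells low, unchallenged DMSO wells high / Measure: % inhibition / Compound: single nominal dose of 5.6 µM per compound / Replicates: single well per compound, no replicates / Reagent: ATP as calcium-mobilizing challenge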
CHO-K1 Ca ag = nonselective activator or artifact in parental CHO-K1 cells; 0.48% of 360,000 active; Fluo-8 calcium fluorescence; scaled to maximal ATP response, vehicle zero; activation, % at 3 µM; AID 602248; in the data active = activation above about 15%;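 also: untransfected CHO-K1 host cells lacking M1 receptor as counterscreen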
The depositor's hits bear a star.

O=C(COc1ccc(Cl)cc1)Nc1ccccc1CO was read as OXTR ag 2.0, TAAR1 antag 4, M1 PAM parental -6, OXTR potentiate -2, V1aR counter 1.2, GPR7 antag 1, CHO-K1 Ca antag 8, CHO parental Ca -9 and CHO-K1 Ca ag 1.1.
COCCNC(=S)N1CCN(c2nc(-c3cccc(OC)c3)cs2)CC1 was read as OXTR ag -0.3, TAAR1 antag 5, M1 PAM parental 15, OXTR potentiate -13, V1aR counter 3.1, GPR7 antag 9, CHO-K1 Ca antag -9, CHO parental Ca -9 and CHO-K1 Ca ag 5.2.
`COc1ccc(-c2cc(-c3ccc(OC)cc3)[nH]n2)cc1` gave OXTR ag 9.3, TAAR1 antag -9, M1 PAM parental -6, OXTR potentiate -15, V1aR counter 3.0, GPR7 antag -12, CHO-K1 Ca antag 21, CHO parental Ca -22 and CHO-K1 Ca ag -0.3.
Screening CC(C)NS(=O)(=O)c1ccc(OCC(=O)Nc2cccc3ccccc23)cc1 returned OXTR ag -0.3, TAAR1 antag 14, M1 PAM parental -9, OXTR potentiate -4, V1aR counter 0.2, GPR7 antag -2, CHO-K1 Ca antag 4, CHO parental Ca -8 and CHO-K1 Ca ag 1.1.
NC(=O)CC(NC(=O)c1ccc(Br)cc1)c1ccc(N2CCC(Cc3ccccc3)CC2)c([N+](=O)[O-])c1 (stereo not drawn) was read as OXTR ag 0.8, TAAR1 antag -17, M1 PAM parental -21, OXTR potentiate -6, V1aR counter -0.3, GPR7 antag 7, CHO-K1 Ca antag 9, CHO parental Ca -1 and CHO-K1 Ca ag -0.6.
Screening Cc1cc(C)c(C#N)c(N2CCN(c3ccccc3)CC2)n1 returned OXTR ag -1.4, TAAR1 antag 7, M1 PAM parental 19, OXTR potentiate -9, V1aR counter -0.9, GPR7 antag -8, CHO-K1 Ca antag -2, CHO parental Ca -24 and CHO-K1 Ca ag 1.0.
`CCN(C(=O)COC(=O)c1ccc(-n2c(C)ccc2C)cc1)c1c(N)n(Cc2ccccc2)c(=O)[nH]c1=O` gave TAAR1 antag 7, M1 PAM parental 18, CHO-K1 Ca antag -10 and CHO-K1 Ca ag 0.0.
`Nc1cccc(Oc2ccc([N+](=O)[O-])cc2)c1` gave OXTR ag -0.8, TAAR1 antag -8, M1 PAM parental 18, OXTR potentiate -14, V1aR counter 0.8, GPR7 antag 3, CHO-K1 Ca antag -10, CHO parental Ca -9 and CHO-K1 Ca ag 2.6.
NC(=O)c1cc([N+](=O)[O-])ccc1NCc1cccc([N+](=O)[O-])c1 was read as OXTR ag 0.0, TAAR1 antag 10, M1 PAM parental -5, OXTR potentiate -4, V1aR counter 0.7, CHO-K1 Ca antag 1, CHO parental Ca -14 and CHO-K1 Ca ag -0.1.
O=c1[nH]c(C2CCN(S(=O)(=O)/C=C/c3ccccc3)CC2)nc2c1nnn2Cc1ccc(F)cc1 was read as OXTR ag 1.1, TAAR1 antag -26, M1 PAM parental 6, OXTR potentiate 3, V1aR counter 1.1, GPR7 antag 7, CHO-K1 Ca antag 1, CHO parental Ca -7 and CHO-K1 Ca ag -0.5.
`COc1ccc(NC(=O)CSc2ccc(NC(C)=O)cc2)cc1S(=O)(=O)N1CCCCC1` gave OXTR ag -0.4, TAAR1 antag 2, M1 PAM parental 21, OXTR potentiate -6, V1aR counter 0.3, GPR7 antag -4, CHO-K1 Ca antag 6, CHO parental Ca -16 and CHO-K1 Ca ag 12.
`CC1(C)CC(=O)C=C(NCCc2ccccc2)C1` gave OXTR ag -0.1, TAAR1 antag 6, M1 PAM parental 19, OXTR potentiate 2, V1aR counter 0.6, GPR7 antag -19, CHO-K1 Ca antag 0, CHO parental Ca -13 and CHO-K1 Ca ag 1.0.
For Oc1ccc(-c2csc(-c3c[nH]c4ccccc34)n2)c(O)c1 the results were OXTR ag 2.1, TAAR1 antag 10, M1 PAM parental 30, OXTR potentiate -13, V1aR counter 1.3, GPR7 antag -2, CHO-K1 Ca antag -6, CHO parental Ca -1 and CHO-K1 Ca ag 1.8.
Screening O=C(COC(=O)c1cc(=O)[nH]c2ccccc12)Nc1ccc(Cl)c(S(=O)(=O)N2CCOCC2)c1 returned TAAR1 antag 30, M1 PAM parental 8, CHO-K1 Ca antag -5 and CHO-K1 Ca ag 0.7.
CCCc1cc(=O)oc2cc(OCC(=O)Nc3cc(C)on3)ccc12 was read as OXTR ag 0.8, TAAR1 antag -15, M1 PAM parental 15, OXTR potentiate -5, V1aR counter 0.4, GPR7 antag -12, CHO-K1 Ca antag -8, CHO parental Ca -11 and CHO-K1 Ca ag 0.5.
`COc1ccc2oc(=O)cc(CN3CCN(Cc4ccc(OC)c(OC)c4OC)CC3)c2c1` gave TAAR1 antag -24, M1 PAM parental 3, GPR7 antag -6, CHO-K1 Ca antag -9 and CHO-K1 Ca ag 1.5.
`CC(=O)N1CCSc2ccc(S(=O)(=O)NCCc3ccc(Cl)cc3)cc21` gave OXTR ag 9.8, TAAR1 antag 27, M1 PAM parental 1, OXTR potentiate -10, V1aR counter 13, GPR7 antag -3, CHO-K1 Ca antag -9, CHO parental Ca -2 and CHO-K1 Ca ag 14.
Screening O=C(O)C=C(Br)Br returned OXTR ag 1.8, TAAR1 antag -8, M1 PAM parental 8, OXTR potentiate 2, V1aR counter -0.1, GPR7 antag -4, CHO-K1 Ca antag 0, CHO parental Ca -3 and CHO-K1 Ca ag 0.2.
CCOC(=O)c1cc(-c2ccccc2)sc1NC(=O)CSc1nnnn1C was read as OXTR ag -0.3, TAAR1 antag 17, M1 PAM parental 23, OXTR potentiate -11, V1aR counter -0.2, GPR7 antag 0, CHO-K1 Ca antag -12, CHO parental Ca -10 and CHO-K1 Ca ag 0.1.
Screening CCOc1ccc(-n2c(SCC(N)=O)nnc2-c2cccnc2)cc1 returned OXTR ag 0.0, TAAR1 antag -21, M1 PAM parental -2, OXTR potentiate -1, V1aR counter 2.9, GPR7 antag 6, CHO-K1 Ca antag -14, CHO parental Ca -12 and CHO-K1 Ca ag 2.1.
CC(=O)c1cccc(NC(=O)C2CCCN2S(=O)(=O)c2cccc3cccnc23)c1 (stereo not drawn) was read as OXTR ag 0.6, TAAR1 antag -20, M1 PAM parental 14, OXTR potentiate -7, V1aR counter 1.4, GPR7 antag -10, CHO-K1 Ca antag 5, CHO parental Ca 3 and CHO-K1 Ca ag 1.6.
CCn1c(=O)c(C(=O)CN2CCN(S(=O)(=O)c3ccc(C)cc3C)CC2)c(N)n(Cc2ccccc2)c1=O was read as OXTR ag -0.7, TAAR1 antag -1, M1 PAM parental 13, OXTR potentiate 1, V1aR counter 0.0, GPR7 antag 11, CHO-K1 Ca antag -21, CHO parental Ca -11 and CHO-K1 Ca ag -0.1.
Screening O=C(NNc1cccc(Cl)n1)Nc1ccc(F)cc1 returned OXTR ag 0.2, TAAR1 antag -14, M1 PAM parental 13, OXTR potentiate -1, V1aR counter 1.5, GPR7 antag -12, CHO-K1 Ca antag -7, CHO parental Ca -11 and CHO-K1 Ca ag 13.
Screening CCOc1ccc(C(=O)N2CCN(S(=O)(=O)c3ccc4c(c3)OCCO4)CC2)cc1OCC returned TAAR1 antag -27, M1 PAM parental -1, CHO-K1 Ca antag -2 and CHO-K1 Ca ag 0.3.
C#CCOc1ccc(/C=N/NC(=O)c2cccnc2)cc1OCC was read as OXTR ag 0.1, TAAR1 antag -17, M1 PAM parental 16, OXTR potentiate -18, V1aR counter -0.1, GPR7 antag -2, CHO-K1 Ca antag -16, CHO parental Ca -11 and CHO-K1 Ca ag 1.1.
Screening CC[C@]12c3[nH]c4ccc(Cl)cc4c3CCN1C(=O)[C@@H](CC(=O)NCCC1=CCCCC1)C[C@@H]2C(=O)N1CCN(C(=O)C2CC2)CC1 returned TAAR1 antag -29, M1 PAM parental 4, CHO-K1 Ca antag -5, CHO parental Ca -34 and CHO-K1 Ca ag 0.0.
For COc1ccc(C(=O)Nc2ccc(S(=O)(=O)NC(C)=O)cc2)cc1[N+](=O)[O-] the results were OXTR ag -0.2, TAAR1 antag 17, M1 PAM parental 0, OXTR potentiate -14, V1aR counter 1.4, GPR7 antag -2, CHO-K1 Ca antag 21, CHO parental Ca -3 and CHO-K1 Ca ag 3.8.
Screening O=C1CC(c2ccccc2)Cc2nc3ncnn3cc21 (stereo not drawn) returned OXTR ag 0.3, TAAR1 antag -14, M1 PAM parental 9, OXTR potentiate -5, V1aR counter 0.5, GPR7 antag 12, CHO-K1 Ca antag -25, CHO parental Ca -7 and CHO-K1 Ca ag 0.8.
`O=C(CCS(=O)(=O)c1ccc(Br)cc1)N1CCCCCC1` gave OXTR ag 0.3, TAAR1 antag -6, M1 PAM parental 17, OXTR potentiate 1, V1aR counter 0.8, GPR7 antag -12, CHO-K1 Ca antag -7, CHO parental Ca 3 and CHO-K1 Ca ag 0.8.
Nc1ccc(/C=C/c2ccc3ncccc3c2)cc1 was read as OXTR ag -0.9, TAAR1 antag -6, M1 PAM parental 13, OXTR potentiate -7, V1aR counter -0.3, GPR7 antag 2, CHO-K1 Ca antag -5, CHO parental Ca 12 and CHO-K1 Ca ag 4.0.

Nothing new here: entries from further up.
`COc1ccc2oc(=O)cc(CN3CCN(Cc4ccc(OC)c(OC)c4OC)CC3)c2c1` gave TAAR1 antag -24, M1 PAM parental 3, GPR7 antag -6, CHO-K1 Ca antag -9 and CHO-K1 Ca ag 1.5.
`CC(=O)N1CCSc2ccc(S(=O)(=O)NCCc3ccc(Cl)cc3)cc21` gave OXTR ag 9.8, TAAR1 antag 27, M1 PAM parental 1, OXTR potentiate -10, V1aR counter 13, GPR7 antag -3, CHO-K1 Ca antag -9, CHO parental Ca -2 and CHO-K1 Ca ag 14.

Other entries follow.
COc1ccccc1/C=N/OCc1cc(C(C)=O)ccc1OC was read as OXTR ag -1.6, TAAR1 antag -14, M1 PAM parental 8, OXTR potentiate -15, V1aR counter -1.4, GPR7 antag -6, CHO-K1 Ca antag -17, CHO parental Ca -29 and CHO-K1 Ca ag 1.5.
Screening Cc1ccc(/C=C2\SC(=S)N(CCC(=O)NCCCN3CCOCC3)C2=O)cc1 returned OXTR ag 3.5, TAAR1 antag -2, M1 PAM parental 2, OXTR potentiate -12, V1aR counter 3.3, GPR7 antag -9, CHO-K1 Ca antag -16, CHO parental Ca -21 and CHO-K1 Ca ag 5.6.
COc1ccccc1CCN=C(N)NS(=O)(=O)c1cc(F)ccc1F was read as OXTR ag -0.3, TAAR1 antag -6, M1 PAM parental 9, OXTR potentiate -7, V1aR counter 0.8, GPR7 antag -14, CHO-K1 Ca antag -5, CHO parental Ca -13 and CHO-K1 Ca ag 1.6.
Screening COCCNc1nc(NCCN2CCNC2=O)c2sccc2n1 returned TAAR1 antag 15, M1 PAM parental 11, CHO-K1 Ca antag -11 and CHO-K1 Ca ag 0.7.

From PubChem BioAssay

Hits appear at their usual frequency; overall some 3.5% were active at least once.
